From PubChem BioAssay
ER stress death: ER stress cell death inhibition | 48,000 compounds, 0.33% hits | AID 1010 | relative survival (cellular ATP), % at 15 µg/mL (by protocol) | CSM14.1 thapsigargin ER stress survival, ATP luminescence;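 active means survival measured by cellular ATP above 50% at 15 µg/ml in the first screen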;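 further: cell death triggered by about 15 µM thapsigargin; ATP read 24 h after thapsigargin was added; plate controls were thapsigargin with DMSO for no effect and DMSO without thapsigargin for full effect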
Active calls of the source: *. The list is partial; count on the stated rates, not on these rows.

SMILES	ER stress death
CCc1ccccc1NS(=O)(=O)c1cccs1	10
CC1=NN(C(=O)OC(C)(C)C)C(O)(c2ccc(C)cc2)C1 (configuration not stated)	2
COc1ccc(C(=O)Nn2cc3cc([N+](=O)[O-])ccc3n2)cc1	5
COc1ccc(NC(=O)C2CCCN(CCCc3ccccc3)C2)cc1OCC(C)C (configuration not stated)	-5
O=c1cc(N2CCOCC2)c2ccccc2o1	17
CCCC(=O)NC(c1ccccc1Cl)c1ccc2cccnc2c1O (configuration not stated)	8
CCOC(=O)C1CCN(C2CC(=O)N(c3ccc(C)cc3)C2=O)CC1 (configuration not stated)	2
CC12c3ccccc3C(C)(c3ccccc31)C1C(=O)N(c3ccc(Cl)c(C(=O)O)c3)C(=O)C12 (configuration not stated)	10
CCc1ccc(NC(=O)CSc2nc3sc4c(c3c(=O)n2-c2ccccc2)CCCC4)cc1	14
CC1(C)Nc2ccccc2N(Cc2ccc([N+](=O)[O-])cc2)C1=O	-2
COc1cc(C(=O)Nc2c(Cl)cccc2Cl)cc(OC)c1OC	5
COc1cc(/C=C2\C=C(c3ccc(Br)cc3)OC2=O)c([N+](=O)[O-])cc1OC	0
COc1cccc(OCCCOc2c(C)cccc2C)c1	-3
CCN(CC)c1nc(N)nc(NS(=O)(=O)c2ccc(Cl)cc2)n1	2
COCCCNC(=O)CN(c1ccc(Br)cc1)S(C)(=O)=O	5
O=C(CN(c1cccc(Cl)c1)S(=O)(=O)c1ccccc1)NC12CC3CC(CC(C3)C1)C2	14
C=CC(=O)Nc1ccc2c(c1Oc1ccc(C(C)(C)C)cc1)C(=O)c1ccccc1C2=O	6
CCOC(=O)c1c(NC(=O)c2ccc(Cl)s2)sc2c1CCC(C)C2 (configuration not stated)	5
O=C(NCCCN1CCOCC1)c1cnn2c(C(F)(F)F)cc(-c3cccs3)nc12	-2
C=CCN1C(=O)NC(=O)/C(=C\c2ccc(OCc3ccccc3Cl)c(OC)c2)C1=O	-7
O=C(COc1ccccc1)Nc1ccccc1I	8
COc1ccccc1CNC(=O)C(=O)Nc1cccc(C(F)(F)F)c1	4
CN1C(c2ccccc2)CC(O)(C#Cc2ccccc2)CC1c1ccccc1 (configuration not stated)	1
COc1cc(C(=O)NCCOc2ccc(C)cc2)cc(OC)c1OC	-2
O=C1c2cccc3cccc(c23)C(=O)N1CCC(=O)n1nnc2ccccc21	11

Shown in CSV form: three of the compounds above.
Structure,ER stress death
O=C(CN(c1cccc(Cl)c1)S(=O)(=O)c1ccccc1)NC12CC3CC(CC(C3)C1)C2,14
O=C(NCCCN1CCOCC1)c1cnn2c(C(F)(F)F)cc(-c3cccs3)nc12,-2
O=C(COc1ccccc1)Nc1ccccc1I,8

The main list resumes; the 7 compounds before the break are reprinted first.
SMILES	ER stress death
O=C(NCCCN1CCOCC1)c1cnn2c(C(F)(F)F)cc(-c3cccs3)nc12	-2
C=CCN1C(=O)NC(=O)/C(=C\c2ccc(OCc3ccccc3Cl)c(OC)c2)C1=O	-7
O=C(COc1ccccc1)Nc1ccccc1I	8
COc1ccccc1CNC(=O)C(=O)Nc1cccc(C(F)(F)F)c1	4
CN1C(c2ccccc2)CC(O)(C#Cc2ccccc2)CC1c1ccccc1 (configuration not stated)	1
COc1cc(C(=O)NCCOc2ccc(C)cc2)cc(OC)c1OC	-2
O=C1c2cccc3cccc(c23)C(=O)N1CCC(=O)n1nnc2ccccc21	11
CC(C)(C)c1cc(CN2CCN(CCN)CC2)cc(C(C)(C)C)c1O	-7
CCn1c2ccccc2c2cc(C#N)c(N)nc21	3
Cc1c(C(=O)O/N=C(\N)Cc2ccc(Cl)cc2Cl)cccc1[N+](=O)[O-]	-4
Cc1cccc(C)c1OCC(=O)Nc1ccccc1	3
O=C(Nc1ccc(Cl)c([N+](=O)[O-])c1)C(c1ccccc1)c1ccccc1	2
C=CCN1C(=O)/C(=C\c2ccc(OCC(=O)O)cc2)C(=O)NC1=S	0
CCOC(=O)CN1C(c2cc(OC)c(OC)c(OC)c2)=Nc2ccc(Br)cc2C1c1ccccc1 (configuration not stated)	11
CC(=O)Oc1ccc(/C=C2\SC(=S)NC2=O)cc1	-5
CC(=O)N1C(=O)/C(=C2\C=C(c3ccccc3)OC2=O)c2ccccc21	2
COc1cc(C=C2C(=O)NC(=S)NC2=O)ccc1OCc1ccc(C(=O)O)cc1	0
C=CCNC(=O)C(=O)NCc1ccccn1	12
CC1CCc2c(sc(N)c2C(=O)Nc2ccccc2Cl)C1 (configuration not stated)	-1
C=CCN(CC=C)C(=S)Nc1ccc2nc(-c3ccccc3)c(-c3ccccc3)nc2c1	7
Cc1ccc(C(=O)Nc2ccccc2Br)cc1	0
COc1cc(NC(=O)/C=C/c2ccc(C(C)C)cc2)c(OC)cc1Cl	-1
NC(=O)c1c(NC(=O)c2ccc(F)cc2)sc2c1CCCC2	14
COc1ccc(CCC(=O)C2(O)CCCCC2)cc1	0
CCc1cc(C(=O)N=Nc2c(O)[nH]c3ccccc23)c2ccccc2n1	1
O=C(NCCCNc1ccc([N+](=O)[O-])cc1)c1ccc(Cl)cc1Cl	0
Cc1cc2nc(-c3cc(NC(=S)NC(=O)c4ccccc4Cl)ccc3Cl)oc2cc1C	3
O=C(/C=C/c1ccccc1)NC(=S)Nc1ccc(NC(=O)c2ccco2)c(Cl)c1	11
COc1cc(/C=N/n2nnnc2N)ccc1OCc1c(C)no[n+]1[O-]	-1
Cc1ccc(/C=N/N=C2\NC(=O)C(C)S2)cc1 (configuration not stated)	-7
CC(Nc1nc(-c2ccccc2O)nc2ccccc12)c1ccccc1 (configuration not stated)	2
COc1ccc(N(CC(=O)NCc2cccnc2)S(=O)(=O)c2ccccc2[N+](=O)[O-])c(OC)c1	10
Continued.
SMILES	ER stress death
O=C(N/N=C\c1ccc([N+](=O)[O-])o1)c1nc(-c2ccccc2)cc(-c2ccccc2)n1	0
C/C(=N\NS(=O)(=O)c1ccc(C)cc1)c1cc2ccccc2oc1=O	4
Cc1ccccc1CNC(=O)c1ccc(N(C)S(=O)(=O)c2ccccc2)cc1	12
CCc1c(C)sc(NC(=O)c2sc3ccccc3c2Cl)c1C#N	0
COc1ccc(S(=O)(=O)Nc2ccccc2Br)cc1	2
Cc1cc(Br)ccc1S(=O)(=O)n1ccnc1C	-12
COc1cccc(C(=O)N2CCN(CCCc3ccccc3)CC2)c1OC	-2
O=C1C2C3C=CC(O3)C2C(=O)N1c1cc(C(F)(F)F)ccc1Cl (configuration not stated)	2
Cc1c(C(=O)Nc2ccc(Cl)cn2)oc2ccccc12	3
Cc1ccc2c(Cl)c(C(=O)Nc3cc(Cl)ccc3C)sc2c1	2
Cc1cc(C)c(N2C(=O)NC(=O)C(=Cc3ccoc3)C2=O)c(C)c1	2
COc1cc(Cl)cc(/C=N/NC2=NS(=O)(=O)c3ccccc32)c1O	6
COc1ccc(C(=O)c2c(N)c(C#N)c(C)n2-c2ccccc2)cc1	-2
CC1C(=O)CC(c2ccco2)NC1c1ccco1 (configuration not stated)	1
COc1ccccc1-c1n[nH]c(=S)o1	6
Cc1ccc(C(=O)O/N=C(\N)c2cccc([N+](=O)[O-])c2)cc1	-2
CCC(=O)/C(C)=C(\NC(=O)c1ccccc1)c1ccccc1	-12
Brc1ccccc1CN1CCN(Cc2ccncc2)CC1	-2
N/C(=N\OC(=O)c1cccc(Br)c1)c1ccncc1	1
CC(=O)N1c2ccccc2NC2=C(C(=O)CC(c3ccccc3)C2)C1c1cccs1 (configuration not stated)	7
CCc1ccc2c(c1)C(c1ccccc1)C(=O)O2 (configuration not stated)	10
CS(=O)(=O)N1CCN(C(=O)c2ccc([N+](=O)[O-])cc2)CC1	8
O=C(N/N=C\c1cc(O)c(Br)cc1Br)c1ccc(Br)cc1	-1
COC(=O)c1ccc(-n2c(C)cc(/C=C3\C(=O)NC(=O)N(c4ccc(OC)cc4)C3=O)c2C)cc1	5
O=C(O/N=C(/c1ccccc1)c1ccncc1)c1ccc(Cl)cc1Cl	11

Gathered by group, the compounds so far with an NH in an aromatic ring.
SMILES	ER stress death
CCc1cc(C(=O)N=Nc2c(O)[nH]c3ccccc23)c2ccccc2n1	1
COc1ccccc1-c1n[nH]c(=S)o1	6

Later entries
SMILES	ER stress death
COC(=O)c1c(NC(=O)COc2ccc(C)cc2C)sc2c1CCC(C)C2 (configuration not stated)	10
Cc1cc(C)c(N2C(=O)c3ccc(-c4nc5ccccc5c(=O)o4)cc3C2=O)c(C)c1	7
Cc1cc(=O)oc2c(C)c(OCc3ccccc3)ccc12	4
O=C(OCCC1(c2ccccc2)C(=O)c2ccccc2C1=O)c1ccc(Cl)cc1	0
O=C(c1nn2c(c1Cl)NC(c1cccs1)CC2C(F)(F)F)N(Cc1ccccc1)Cc1ccccc1 (configuration not stated)	6
COc1ccc(C(=O)N2CCN(C(c3ccccc3)c3ccccc3)CC2)cc1OC	18
O=C(Nc1ccccc1)c1ccccc1OCC(O)CN(Cc1ccccc1)Cc1ccccc1 (configuration not stated)	0
CCOC(=O)c1ccc(NC(=O)CN(c2ccc(F)cc2)S(=O)(=O)c2ccccc2)cc1	3
CCOC(=O)/C(C#N)=C/Nc1ccc2ccccc2c1	6
O=c1oc(/C=C/c2ccco2)nc2sc3c(c12)CCC3	9
N#Cc1cnc(Nc2ccc(Cl)cc2)c(C#N)c1Nc1ccccc1	-4
Cc1cccc(C)c1NC(=O)COc1ccccc1O	2
Cc1nc2ccc(NC(=S)N(C)C)cc2nc1C	10
CN(CCO)c1nc(-c2ccccc2)c2cc(Cl)ccc2n1	-1
O=C(/C=C/c1ccc2c(c1)OCO2)Nc1ccc2ccccc2c1	0
CCOc1cc(/C=C(\C#N)c2nc3ncc(Br)cc3[nH]2)ccc1O	0
O=C(Nc1cccc(S(=O)(=O)c2cccc(NC(=O)C(F)(F)F)c2)c1)C(F)(F)F	10
CCc1ccc(-c2nnc(-c3ccccc3Cl)o2)cc1	9
CC(=C/c1ccccc1)/C=N/NC(=O)c1ccccn1	-7
Cc1c(NC(=O)C(Sc2ccccc2)c2ccccc2)c(=O)n(-c2ccccc2)n1C (configuration not stated)	2
O=C(N/N=C/c1cc(Br)ccc1OC(=O)c1ccco1)c1cccnc1	16
O=C(NCCCNc1ccc(C(F)(F)F)cc1[N+](=O)[O-])c1ccc(Cl)cc1	-3
COc1cc(C(=O)NC(NC(=S)Nc2cccc(Br)c2)C(Cl)(Cl)Cl)cc(OC)c1OC (configuration not stated)	4
Cc1ccc(Cl)cc1NC(=O)C1CC(=O)N(c2cccc([N+](=O)[O-])c2)C1 (configuration not stated)	-1
Cc1cccc(OCC(=O)O/N=C(\N)c2ccc(Cl)cc2)c1	6
(list continues)
SMILES	ER stress death
CCc1ccc(/C(C)=N/Nc2cc(-n3cc(C)cn3)ncn2)cc1	9
O=C(NC(Cc1ccccc1)C(=O)O)/C(=C\c1ccc2c(c1)OCO2)NC(=O)c1ccco1 (configuration not stated)	-1
CCOc1ccc2c(c1)C(c1ccccc1C(F)(F)F)CC(=O)N2 (configuration not stated)	2
O=C(COC(=O)c1ccccc1)c1ccc2c(c1)OCCO2	6
O=c1[nH]c(=O)n(Cc2ccccc2)cc1Cl	3
Cc1ccc(Nc2cc(N3CCOCC3)c(N)c3c2C(=O)c2ccccc2C3=O)cc1	10
COc1ccc(-n2nc3cc(C)c(NC(=O)COc4ccc(C)c(C)c4)cc3n2)cc1	4
Cc1ccc(C(=O)O)cc1N1C(=O)c2ccc(Oc3cccc([N+](=O)[O-])c3)cc2C1=O	6
Cc1ccc(NC(=O)Cc2nc3ccccc3n2CCC#N)cc1	7
O=C(CCNc1n[nH]c(=O)[nH]c1=O)N/N=C/c1ccc(C(F)(F)F)cc1	1
CC(/C=N\NC(=O)Cn1nnc2ccccc21)=C/c1ccc(C(C)C)cc1	7
Cc1ccc(OCC(=O)Nc2ccc3c(c2)OCO3)c(C)c1	-4
COc1ccc(CNC(=O)COc2ccccc2)cc1	8
CN1CCN(C(=O)CCCN2C(=O)/C(=C/c3cccs3)SC2=S)CC1	-9
Cn1c(COc2nnc(-c3ccccc3)c3ccccc23)nc2ccccc21	-2
Cc1cccc(C)c1OCC(=O)Nc1cc(C(=O)O)cc(C(=O)O)c1	-2
O=C1C(=Cc2ccc(OCc3ccc(F)cc3)cc2)C(=O)c2ccccc21	0
Cc1cc(Cl)ccc1NS(=O)(=O)c1cccc([N+](=O)[O-])c1	2
COC(=O)C1C(=O)CC(C)(O)C(C(=O)OC)C1c1ccc2c(c1)OCO2 (configuration not stated)	8
COc1cccc(OCCOc2cccc(/C=C3/SC(=S)NC3=O)c2)c1	17
CCOC(=O)C1=C(O)/C(=C/c2cc(OC)c(OC)c(OC)c2)SC1=Nc1ccc([N+](=O)[O-])cc1	1
COc1ccc(C(=O)Oc2cccc3cccnc23)cc1OC	8
O=C1/C(=C\c2ccc(-c3cccc([N+](=O)[O-])c3)o2)SC(=S)N1CCc1ccccc1	9
Cc1ccc(NC(=O)OCC2c3ccccc3-c3ccccc32)cc1	2
Clc1cccc(/C=N/N2CCN(Cc3cccc4ccccc34)CC2)c1Cl	0
O=C1N/C(=N\N=C\c2ccc(O)cc2)SC1c1ccccc1 (configuration not stated)	3
Cc1ccc2c(c1)N(C(=O)CN1C(=O)c3ccccc3C1=O)C(C)(C)c1ssc(=S)c1-2	7

6 entries from above, ordered by SMILES length, smallest number first.
SMILES	ER stress death
CCOc1ccc2c(c1)C(c1ccccc1C(F)(F)F)CC(=O)N2 (configuration not stated)	2
Clc1cccc(/C=N/N2CCN(Cc3cccc4ccccc34)CC2)c1Cl	0
CC(/C=N\NC(=O)Cn1nnc2ccccc21)=C/c1ccc(C(C)C)cc1	7
Cc1ccc(Nc2cc(N3CCOCC3)c(N)c3c2C(=O)c2ccccc2C3=O)cc1	10
O=C(CCNc1n[nH]c(=O)[nH]c1=O)N/N=C/c1ccc(C(F)(F)F)cc1	1
O=C1/C(=C\c2ccc(-c3cccc([N+](=O)[O-])c3)o2)SC(=S)N1CCc1ccccc1	9
